From PubChem BioAssay
CBFb RUNX1 block – blocks binding between human CBF-beta and RUNX1; Q01196+Q13951; AlphaScreen CBFb-His/RUNX1-biotin binding, biochemical; Potency, µM (top dose mostly 59.8 µM), for the others: at the top dose activity, negative = inhibition, hits mostly inhibitors; 230,000 tested, under 10 active; AID 1477; also: % of control where 0% means no effect
Target sequence (Q01196 whole entry, looked up): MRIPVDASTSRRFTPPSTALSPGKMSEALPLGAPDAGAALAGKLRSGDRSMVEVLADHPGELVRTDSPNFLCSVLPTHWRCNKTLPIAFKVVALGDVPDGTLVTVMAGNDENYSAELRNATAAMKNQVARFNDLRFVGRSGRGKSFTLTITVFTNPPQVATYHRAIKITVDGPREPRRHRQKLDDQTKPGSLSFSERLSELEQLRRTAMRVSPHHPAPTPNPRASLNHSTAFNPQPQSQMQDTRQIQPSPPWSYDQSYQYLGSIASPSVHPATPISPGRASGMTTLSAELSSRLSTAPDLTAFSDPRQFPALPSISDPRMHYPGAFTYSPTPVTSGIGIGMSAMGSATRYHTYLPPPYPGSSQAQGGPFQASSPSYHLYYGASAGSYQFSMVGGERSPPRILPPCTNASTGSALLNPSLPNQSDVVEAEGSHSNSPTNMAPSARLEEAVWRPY
Target sequence (Q13951 whole entry, looked up): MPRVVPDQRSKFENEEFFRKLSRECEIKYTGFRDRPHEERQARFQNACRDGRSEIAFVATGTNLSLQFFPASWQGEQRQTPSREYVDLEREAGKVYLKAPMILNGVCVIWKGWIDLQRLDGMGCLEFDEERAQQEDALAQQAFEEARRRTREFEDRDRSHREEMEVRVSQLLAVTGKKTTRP
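Interaction loss through any mechanism counts as activity. Pre-formed complex of His-CBF-beta and biotin-RUNX1 (30 nM apiece) is incubated with compound 15 min, then with 50 ng nickel and 50 ng streptavidin beads for 90 min before AlphaScreen detection.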
SMN2 splice enh – SMN2 splice variant enhancement | Potency, µM (highest dose often 46.1 µM), for inactives: top-dose activity change, positive = activation, usual class: activators | HEK293 SMN2-luciferase splicing reporter, luminescence, 30-36 h | 2.8% of 210,000 active | AID 1458; also: potency is read from the fitted curve at half-maximal effect; % of control where 0% means no effect; nearly all actives have a fitted effect of over 55% in size
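HEK293 cells carry an SMN2 […]–luciferase reporter in which exon 7 inclusion puts luciferase in frame. Cells were plated 10-12 h before compound addition, then incubated 30-36 h at 37C. ONE-Glo luminescence was read; sodium butyrate at 4.5 mM final served as control.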
HTT aggregate – inhibitors of mutant huntingtin aggregate formation in PC12 cells; Potency, µM (titrated, usually from 46.1 µM), for the others: at the top dose activity change, negative = inhibition, hits mostly inhibitors; AID 1688; 1.1% of 220,000 active; PC12 HttQ103-GFP aggregates, Acumen cytometry, 40 h; also: potency is read from the fitted curve at half-maximal effect; % is scaled to controls: 0 for no effect and ±100 for the full control effect; nearly all actives have a fitted effect of over 60% in size
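PC12/HTTQ103-GFP, ecdysone-inducible; teb 100 nM; cpd qHTS titration; GFP aggregates read on laser cytometer, Ex 488/Em 500-530 nm.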
HTT ATP protect – protects HTT-Q103 PC12 cells, measured by ATP | PC12 HTT-Q103 induced, cytoprotection, ATP luminescence, 40 h | Potency, µM (series often up to 56.4 µM), for inactives: cytoprotection (ATP increase), actives largely listed as activators | 0.14% of 230,000 active | AID 1471;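 also: potency is read from the fitted curve at half-maximal effect; % of control where 0% means no effect; nearly all actives have a fitted effect of over 45% in size; toxic huntingtin expression switched on by the ecdysone agonist tebufenozide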
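ATP quantification (ATPlite) reports survival of PC12 cells in which tebufenozide, 100 nM final, switches on Htt exon 1 with 103 glutamines linked to GFP; compounds are titrated.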
KinaseGlo FLuc – counter-screen: inhibitors of Kinase-Glo firefly luciferase | Q27757 | Kinase-Glo luciferase, ATP luminescence, 8 min | Potency, µM (top dose mostly 38.3 µM), without a hit: at the highest dose activity change, negative = inhibition, actives largely listed as inhibitors | 0.28% of 200,000 active | AID 1379; also: potency is read from the fitted curve at half-maximal effect; % is scaled to controls: 0 for no effect and ±100 for the full control effect; nearly all actives have a fitted effect of over 60% in size
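Inhibition of Kinase-Glo luciferase light generation was assessed at 10 uM ATP in pH 7.2 imidazole buffer, with luminescence measured after eight minutes at ambient temperature.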
Lamin A splicing – modulators of lamin A splicing; 0.01% of 200,000 active; Potency, µM (doses to about 46.1 µM), for inactives: at the highest dose ratio change, negative = inhibition, actives largely listed as inhibitors; HeLa LMNA splicing GFP/RFP minigene ratio, 48 h; active = well fitted inhibition curve with a large enough effect in the signal ratio, with a control signal flat, not every such curve was filed as active; inconclusive = small, poorly fitted or top-dose-only effect, or effect the other way, or a change in a side signal; the % refers to the signal ratio; also: potency is read from the fitted curve at half-maximal effect; % is scaled to controls: 0 for no effect and ±100 for the full control effect
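S3 HeLa cells stably expressing lamin A-EGFP splicing minigene plus DsRed2, 600 cells/well, 48 h compound exposure at 37C. Laser-scanning cytometry; analysed as GFP (500-530 nm)/RFP (575-640 nm) total intensity ratio; 0.5% DMSO vehicle.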
IMPase Li cell – IMPase inhibition in cells with lithium potentiation; CHO-M1 cells, IP1 TR-FRET (IP-One), carbachol + lithium; Potency, µM (highest dose often 59.4 µM), for inactives: at the top dose activity, negative = IMPase inhibition, usual class: inhibitors; 0.35% of 210,000 active;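 also: IP1 builds up when IMPase is blocked and the TR-FRET signal falls; potency is read from the fitted curve at half-maximal effect; plate controls were basal vehicle for no effect and high inhibitor control for full effect; nearly all actives have a fitted effect of over 50% in size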
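Lithium-sensitised IP1 accumulation assay; M1-expressing CHO cells treated 30 min at 37C with compound. Competitive antibody detection by time-resolved FRET followed a 10 min room-temperature lysis step.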
Numbers without * were called inactive; & = joins results of further samples; [ ] = dose if it differs, or a comment. Unless noted, calls follow the shape of the dose curve; as a rule, active = well fitted curve in the direction sought with a large enough effect; inconclusive = small, poorly fitted or top-dose-only effect, or another doubt; inactive = no such curve, though single readings can be large; an effect the other way counts as inactive or inconclusive.

Results for COc1ccc(-c2c3c(=O)n(C)c(=O)n(C)c3cn2Cc2ccccn2)cc1 ?
CBFb RUNX1 block: -2.9%; SMN2 splice enh: -10.1%; HTT aggregate: -0.7%; HTT ATP protect: 10.5%; KinaseGlo FLuc: 8.4%; Lamin A splicing: -0.3%; IMPase Li cell: -10.3%[38.3 µM]

Results for COc1cc(OC)c(N(C)S(=O)(=O)c2cccc(C(=O)Nc3nnc(C4CC4)s3)c2)cc1Cl ?
CBFb RUNX1 block: 6.0%; HTT aggregate: -4.9%[9.22 µM]; HTT ATP protect: -6.4%[10 µM]

Results for Nc1nc(SCC(=O)NCc2ccccc2)n[nH]1 ?
CBFb RUNX1 block: 3.3%; SMN2 splice enh: -12.7%; HTT aggregate: -0.7%; HTT ATP protect: -1.3%[10 µM]; KinaseGlo FLuc: 0.5%; Lamin A splicing: inconclusive; IMPase Li cell: 5.2%[38.3 µM]

Results for O=C(Nc1cccn2ncnc12)c1cccc(C(F)(F)F)c1 ?
CBFb RUNX1 block: -2.2%; SMN2 splice enh: 11.9%; HTT aggregate: -10.6%; HTT ATP protect: -2.8%[10 µM]; KinaseGlo FLuc: -9.3%; Lamin A splicing: inconclusive; IMPase Li cell: 7.6%

What do the screens show for `C=CCn1c(SCC(=O)NCc2ccc3c(c2)OCO3)nnc1C1COc2ccccc2O1` (centres undefined)?
CBFb RUNX1 block: 1.5%; SMN2 splice enh: -2.1%; HTT aggregate: 13.7%; HTT ATP protect: -23.5%; KinaseGlo FLuc: -1.0%; Lamin A splicing: -2.0%; IMPase Li cell: 2.1%[38.3 µM]

Results for Cc1ccc(C(=O)CC(SCC(=O)O)c2ccc([N+](=O)[O-])cc2)cc1 (centres undefined) ?
CBFb RUNX1 block: 6.0%; SMN2 splice enh: -10.0%; HTT aggregate: 2.8%; HTT ATP protect: 6.1%[10 µM]; KinaseGlo FLuc: 2.8%; Lamin A splicing: inconclusive; IMPase Li cell: 8.7%

Results for Cc1cc(Cl)ccc1OCC(=O)N1CCCN(C(=O)COc2ccc(Cl)cc2C)CC1 ?
CBFb RUNX1 block: -11.6%; SMN2 splice enh: -47.5%[inhibitor]; HTT aggregate: inconclusive; HTT ATP protect: -2.1%[10 µM]; KinaseGlo FLuc: -1.0%; Lamin A splicing: inconclusive; IMPase Li cell: 4.5%

How did O=C(c1cnccn1)N1CCC2(CC1)CN(c1ccncc1)C2 do in these assays?
SMN2 splice enh: -11.4%; HTT ATP protect: inconclusive; KinaseGlo FLuc: -3.1%; IMPase Li cell: -7.9%

What do the screens show for `COc1ccc(C(=O)CN2C(=O)COc3ccccc32)cc1`?
CBFb RUNX1 block: 8.6%; HTT aggregate: 3.3%[9.22 µM]; HTT ATP protect: -6.0%[10 µM]; KinaseGlo FLuc: 0.0%; IMPase Li cell: 12.7%

How did CC(C)C(=O)Nc1ccc(Nc2ccccc2)cc1 do in these assays?
CBFb RUNX1 block: 3.3%; SMN2 splice enh: 21.2%; HTT aggregate: -1.4%; HTT ATP protect: -12.7%; KinaseGlo FLuc: 5.0%; Lamin A splicing: -6.2%; IMPase Li cell: -8.0%

Results for Cc1ccc(Cn2ccc(NC(=O)c3cc4nc5c(c(C(F)(F)F)n4n3)CCc3ccccc3-5)n2)cc1 ?
CBFb RUNX1 block: 8.2%; SMN2 splice enh: -12.6%; HTT aggregate: 3.8%; HTT ATP protect: 3.0%; KinaseGlo FLuc: -1.4%; Lamin A splicing: 2.5%[0.0737 µM]; IMPase Li cell: -7.4%[38.3 µM]

What do the screens show for `Cc1ccc(NS(=O)(=O)Cc2ccccc2)nc1`?
CBFb RUNX1 block: 0.9%; HTT aggregate: -1.7%[9.22 µM]; HTT ATP protect: 0.7%[10 µM]; KinaseGlo FLuc: 0.0%; Lamin A splicing: 10.8%[46 µM]; IMPase Li cell: -0.3%

How did CC(C)(C)CC(=O)Nc1nnc(SCC(=O)Nc2ccccc2F)s1 do in these assays?
CBFb RUNX1 block: -1.6%; SMN2 splice enh: -14.6%; HTT aggregate: -3.2%; HTT ATP protect: -22.7%; KinaseGlo FLuc: 0.1%; IMPase Li cell: 0.3%

Results for O=C(Nc1ccccc1C(=O)Nc1ccc2c(c1)OCO2)c1ccco1 ?
CBFb RUNX1 block: 1.6%; SMN2 splice enh: 24.5%; HTT aggregate: -9.7%; HTT ATP protect: -57.0%[inhibitor]; KinaseGlo FLuc: -9.2%; Lamin A splicing: 8.8%; IMPase Li cell: -11.0%[38.3 µM]

What do the screens show for `Cc1cc2nc(-c3cccc(NC(=O)c4ccc(Br)o4)c3C)oc2cc1C`?
CBFb RUNX1 block: -20.8%; SMN2 splice enh: -17.2%; HTT aggregate: -7.1%[9.22 µM]; HTT ATP protect: 1.0%; KinaseGlo FLuc: -11.8%; Lamin A splicing: inconclusive; IMPase Li cell: inconclusive

What do the screens show for `O=C(NCCc1ccccc1)c1cc(=O)c2ccccc2o1`?
CBFb RUNX1 block: 9.6%; SMN2 splice enh: 3.9%; HTT aggregate: -32.4%; HTT ATP protect: 9.5%; KinaseGlo FLuc: -1.0%; Lamin A splicing: 9.4%[46 µM]; IMPase Li cell: 2.9%

What do the screens show for `CCOC(=O)N1CCN(C(=O)CS(=O)(=O)Cc2nc(-c3ccccc3C)oc2C)CC1`?
CBFb RUNX1 block: 0.2%; SMN2 splice enh: -9.5%; HTT aggregate: 4.1%; HTT ATP protect: 15.3%[10 µM]; KinaseGlo FLuc: 0.0%; Lamin A splicing: -3.7%; IMPase Li cell: -0.8%

How did C=CCNC(=O)/C(C#N)=C/c1c(C)nn(-c2ccc(Cl)cc2)c1Cl do in these assays?
CBFb RUNX1 block: 2.3%; SMN2 splice enh: -10.0%; HTT aggregate: 13.4%; HTT ATP protect: -4.4%[10 µM]; KinaseGlo FLuc: -1.8%; Lamin A splicing: inconclusive; IMPase Li cell: 6.2%

Results for O=C(NNC(=O)C1CCCO1)c1ccc(Br)cc1 (centres undefined) ?
CBFb RUNX1 block: 4.0%; SMN2 splice enh: 4.5%; HTT aggregate: 9.6%; HTT ATP protect: 31.2%[0.074 µM]; KinaseGlo FLuc: 1.8%; Lamin A splicing: -11.4%; IMPase Li cell: 4.6%

Results for O=C(CSc1nnc(COc2cccc3cccnc23)o1)c1ccc(F)cc1 ?
CBFb RUNX1 block: -3.0%; SMN2 splice enh: 2.5%; HTT aggregate: 2.3%; HTT ATP protect: 1.7%; KinaseGlo FLuc: 1.3%; Lamin A splicing: inconclusive; IMPase Li cell: 12.1%[38.3 µM]

Results for Oc1cccc(Nc2nc(NCC3CCCO3)c3ccccc3n2)c1 (centres undefined) ?
CBFb RUNX1 block: -4.4%; SMN2 splice enh: 0.6%; HTT aggregate: -26.0%; HTT ATP protect: -15.5%[10 µM]; KinaseGlo FLuc: 0.8%; Lamin A splicing: inconclusive; IMPase Li cell: 32.3%[activator][38.3 µM]

Results for CC(=O)CCc1ccc(OCC(O)CNC2CCCc3ccccc32)cc1 (centres undefined) ?
CBFb RUNX1 block: -1.9%; SMN2 splice enh: 4.5%; HTT aggregate: 3.5%; HTT ATP protect: 14.5%[1.9 µM]; KinaseGlo FLuc: -0.7%; Lamin A splicing: -2.5%; IMPase Li cell: 1.0%

What do the screens show for `Cc1ccc2oc(=O)c(/C=C(\O)c3sc(C)nc3C)nc2c1`?
CBFb RUNX1 block: -7.3%; SMN2 splice enh: 10.5%; HTT aggregate: -17.0%; HTT ATP protect: 7.1%[10 µM]; KinaseGlo FLuc: 0.4%; Lamin A splicing: -19.8%; IMPase Li cell: -3.7%

Results for Cc1nc(SCCOc2ccccc2F)[nH]c(=O)c1Cc1ccccc1 ?
CBFb RUNX1 block: 0.3%; SMN2 splice enh: -2.9%&4.0%; HTT aggregate: 1.1%; HTT ATP protect: -34.8%[inhibitor]; KinaseGlo FLuc: 1.1%; Lamin A splicing: 3.0%[46 µM]; IMPase Li cell: 3.1%

Results for CN(C)C(=O)CSc1nnc(Cc2ccccc2)n1CC1CCCO1 (centres undefined) ?
CBFb RUNX1 block: 6.7%; SMN2 splice enh: -14.1%; HTT aggregate: 5.7%; HTT ATP protect: -9.0%; KinaseGlo FLuc: 1.2%; IMPase Li cell: -2.1%

How did O=C(O)Cn1nnc(-c2cccs2)n1 do in these assays?
CBFb RUNX1 block: 1.3%; SMN2 splice enh: -6.5%; HTT aggregate: 7.2%; HTT ATP protect: -20.3%; KinaseGlo FLuc: 2.6%; Lamin A splicing: 5.6%; IMPase Li cell: -9.2%[38.3 µM]

What do the screens show for `COc1cc([N+](=O)[O-])ccc1Nc1nc(C)cc(C)n1`?
CBFb RUNX1 block: 2.5%; SMN2 splice enh: 12.6%; HTT aggregate: -3.7%; HTT ATP protect: -7.8%[10 µM]; KinaseGlo FLuc: -1.8%; Lamin A splicing: inconclusive; IMPase Li cell: 9.3%

What do the screens show for `Clc1ccc(-c2nnc(-c3ccccc3)o2)c(Cl)c1`?
CBFb RUNX1 block: -4.3%; SMN2 splice enh: 2.51µM*; HTT aggregate: -10.6%; HTT ATP protect: -18.4%[1.9 µM]; KinaseGlo FLuc: inconclusive; Lamin A splicing: 10.8%; IMPase Li cell: -10.5%[38.3 µM]

Results for CCOC(=O)c1cc(NCc2cccs2)ccc1N1CCOCC1 ?
CBFb RUNX1 block: 1.5%; HTT aggregate: 25.6%[9.22 µM]; HTT ATP protect: 43.0%[10 µM]; KinaseGlo FLuc: -0.8%; Lamin A splicing: 9.8%[46 µM]; IMPase Li cell: 2.8%

Results for Cc1ccc(CNC(=O)CSc2nc3ccsc3c(=O)n2Cc2ccc(C(=O)O)cc2)cc1 ?
CBFb RUNX1 block: -5.8%; SMN2 splice enh: -32.4%[inhibitor]; HTT aggregate: -10.4%; HTT ATP protect: 9.5%; KinaseGlo FLuc: -3.2%; Lamin A splicing: inconclusive; IMPase Li cell: -6.0%

Results for CCOC(=O)C(NC(C)=O)(OCc1ccc(F)cc1)C(F)(F)F (centres undefined) ?
CBFb RUNX1 block: 4.2%; SMN2 splice enh: -11.3%; HTT aggregate: 13.4%[9.22 µM]; HTT ATP protect: -4.3%; KinaseGlo FLuc: -1.8%; Lamin A splicing: -0.2%; IMPase Li cell: 3.2%[38.3 µM]
